Compound activity deposited in PubChem by several laboratories.
NOD1 inhibition: NOD1 signaling inhibitors, primary screen, cell-based, luminescence, uHTS (AID 1578); one-dose inhibition, % at 4 µM; EC50 in µM for titrated hits; 290,000 compounds, 1% hits; NOD1-driven NF-kB luciferase reporter cells, luminescence; higher % means a stronger effect; in the data active means inhibition mostly above about 36%, no sharp cut-off; inactive means mostly below about 34%;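 further: HEK-293T reporter cells stimulated with the NOD1 agonist gamma-tri-DAP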
HIV peptide binding: inhibitors of HIV fusion peptide binding, primary screen, biochemical, uHTS, fluorescence dequenching (AID 1986); cell-free peptide binding, fluorescence dequenching, 30 min; higher % means a stronger effect; 290,000 compounds, 0.3% hits; one-dose inhibition, % at 20 µM; IC50 in µM for titrated hits; in the data active means inhibition mostly above about 52%, no sharp cut-off; inactive means mostly below about 76%; further: some results filed as inactive read as strong as hits
KOR beta-arrestin-1: KOR antagonists, beta-arrestin recruitment, cell-based, luminescence, uHTS (AID 1778). Kappa-type opioid receptor (Homo sapiens). one-dose inhibition, % at 10 µM; IC50 in µM for titrated hits. KOR beta-arrestin recruitment, luminescence, antagonist mode; higher % means a stronger effect. 290,000 compounds, 0.091% hits; in the data active means inhibition above about 50%; further: strong numbers were not always called active
KOR beta-arrestin-2: KOR agonists, beta-arrestin recruitment, primary screen, cell-based, luminescence, uHTS (AID 1777) | Kappa-type opioid receptor (Homo sapiens) | KOR beta-arrestin recruitment, luminescence; higher % means a stronger effect | activation, % at 10 µM; hits with a dose series show EC50 in µM | 280,000 compounds, 0.02% hits; in the data active means activation above about 50%, passing the limit was not always enough; further: a part of the inactive calls stands beside numbers as strong as those of hits
GPR55 LPI antagonism: GPR55 antagonists blocking LPI-driven arrestin recruitment, primary screen, imaging, U2OS, beta-arrestin-GFP, LPI agonist (AID 2013); 290,000 compounds, 0.13% hits; G-protein coupled receptor 55 (Homo sapiens); U2OS GPR55 beta-arrestin-GFP translocation imaging, LPI antagonism; higher % means a stronger effect; one-dose inhibition, % at 10 µM; IC50 in µM for titrated hits;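 active means spots per cell inhibited over 60%, with over 100 cells counted and total cytoplasm intensity under 500,000; inconclusive means wells with under 100 cells, flagged as likely toxic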;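 further: U2OS cells stably carrying GPR55 and arrestin-GFP stimulated by 5 µM LPI near EC80; imaged beta-arrestin-GFP aggregate spots per cell after agonist stimulation; plate controls were LPI-stimulated DMSO wells for no effect and DMSO wells without LPI for full effect; some results filed as inactive read as strong as hits; confirmed hits need IC50 under 10 µM and bright autofluorescent wells are also inconclusive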
GPR55 beta-arrestin: GPR55 agonists via beta-arrestin recruitment, primary screen, imaging, U2OS cells, beta-arrestin-GFP redistribution (AID 1961); G-protein coupled receptor 55 (Homo sapiens); U2OS GPR55 beta-arrestin-GFP redistribution imaging; higher % means a stronger effect; activation, % at 10 µM; hits with a dose series show EC50 in µM; 290,000 compounds, 0.048% hits;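 active means activation above 40% with more than 50 cells counted in the well; inconclusive means wells holding fewer than 50 cells, flagged as toxic or sparse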;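 further: U2OS osteosarcoma cells stably expressing GPR55 and beta-arrestin-GFP; plate controls were DMSO negative control for no effect and LPI positive control for full effect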
West Nile virus CPE: West Nile virus antiviral activity, cell-based, CPE readout (AID 1621); West Nile virus-infected cells, CPE inhibition; higher % means a stronger effect; CPE inhibition, % at 10 µM, or IC50 in µM where a hit was titrated; 290,000 compounds, 0.02% hits; in the data active means a potency from the dose series; inconclusive means CPE inhibition mostly from about 3.7% at the one dose, without a potency; inactive means the rest, 99 in 100 with CPE inhibition below about 2.2%; further: strong numbers were not always called active
GPR35 antagonists: GPR35 antagonists blocking zaprinast-driven arrestin recruitment, primary screen, imaging, U2OS, beta-arrestin-GFP, zaprinast agonist (AID 2058); U2OS GPR35 beta-arrestin-GFP translocation imaging, zaprinast antagonism; higher % means a stronger effect; one-dose inhibition, % at 10 µM; IC50 in µM for titrated hits; 290,000 compounds, 0.052% hits;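 active means inhibition of at least 50% with at least 30 cells and total cytoplasm GFP at most 10,000,000; inconclusive means under 30 cells or total GFP of 10,000,000 plus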
Dengue-2 NS5 capping: Dengue-2 NS5 methyltransferase inhibitors, primary screen, biochemical, confirmation dose response (AID 588689); Dengue-2 NS5 methyltransferase capping enzyme assay, biochemical; higher % means a stronger effect; one-dose inhibition, % at 25 µM; IC50 in µM for titrated hits; 340,000 compounds, 0.3% hits; in the data active means a potency from the dose series; inconclusive means inhibition above about 29% without an active follow-up result
Dengue-2 NS5 capping pilot replicate: second read-out of Dengue-2 NS5 capping, no call of its own (marks repeat the call); inhibition, %; measured here: pilot screen replicate inhibition
* marks the source's active call; other numbers are inactive results; u = inconclusive; x = no result given; [ ] = another dose, or the depositor's remark.

SMILES	NOD1 inhibition	HIV peptide binding	KOR beta-arrestin-1	KOR beta-arrestin-2	GPR55 LPI antagonism	GPR55 beta-arrestin	West Nile virus CPE	GPR35 antagonists	Dengue-2 NS5 capping	others
O=C(O)c1ccc(COc2c(F)c(F)c(F)c(F)c2F)o1	-24.2%	17.0%	2.1%	-8.1%	-10.8%	1.1%	0.1%	-4.3%	-4.9%
CC(NC(=O)c1ccc(Cl)cc1)C1CC2CCC1C2 (stereo unspecified)	-17.0%	0.9%	14.8%	1.2%	7.4%	0.4%	-1.1%	-6.1%	0.8%
Cc1ccc(-c2nn(C)c(=O)c3ccccc23)cc1S(=O)(=O)NCCN(C)C	-25.6%	0.9%	-3.9%[20 µM]	5.7%	5.0%	-0.1%	0.0%	4.4%	0.7%
NC(=O)C1CCN(C(=O)COCc2cc(-c3ccc4c(c3)OCO4)on2)CC1	-12.4%	1.0%	-19.4%	15.1%	-2.3%	-0.1%	0.6%	8.3%	-16.3%
CCCn1nc(Oc2nc(N(C)C)nc(N(C)C)n2)ccc1=O	22.1%	-1.6%	-37.0%[20 µM]	x	1.1%	0.2%	-1.4%	10.1%	-4.4%
COc1ccc(Br)cc1/C=N/NC(=O)C(c1ccncc1)N1CCOCC1 (stereo unspecified)	-34.8%	2.7%	-23.7%	0.6%	0.7%	1.1%	-0.2%	9.5%	1.9%
CC(C)c1ccc(CCNC(=O)CCNC(=O)c2ccc(Br)cc2)cc1	-17.2%	0.5%	18.6%	2.3%	13.3%	0.0%	-0.3%	11.0%	-2.0%
COc1ccc(C(=O)NCc2nnc(SCC(=O)Nc3nc4ccccc4s3)o2)cc1	-24.9%	10.6%	0.4%	-3.0%	7.1%	-0.3%	0.1%	x	-1.4%
CCc1nccn1S(=O)(=O)c1ccc(C)c(C)c1	-6.1%	-0.2%	15.6%	0.5%	13.6%	-0.2%	0.1%	0.2%	-7.5%
CCCCCOC(=O)C1=C(C)NC(=O)NC1c1ccc2c(c1)OCO2 (stereo unspecified)	-19.7%	-1.1%	-8.8%[20 µM]	-4.7%	1.7%	0.3%	-0.3%	-3.7%	x
CCn1c(=O)cc(OCC(=O)Nc2cc(C)ccn2)c2ccccc21	-30.1%	2.7%	25.4%	-1.8%	-4.3%	-0.1%	-0.1%	-12.6%	-2.0%	Dengue-2 NS5 capping pilot replicate=0.3
COc1ccc(N2C(=O)C3CCCN3C2c2ccc(Cl)cc2)cc1 (stereo unspecified)	12.1%	-2.6%	20.3%	-1.7%	0.8%	-0.2%	0.2%	14.2%	-0.7%
Cc1cc(C(=O)CSc2nnc(-c3ccccc3F)o2)c(C)n1Cc1cccs1	58.1%*	1.9%	-8.5%	4.0%	3.0%	-0.2%	0.0%	-1.5%	-3.3%
COc1ccc(CCN(C)Cc2ccc(C(=O)Nc3ccccc3)cc2)cc1OC	-9.4%	-1.4%	-27.3%	6.8%	-8.4%	-0.2%	-0.1%	-5.4%	-0.3%
COc1ccc(CN=C(Nc2ccccc2)SC2CC(=O)NC2=O)cc1 (stereo unspecified)	-15.5%	-0.2%	-0.5%[20 µM]	x	5.9%	-0.1%	0.3%	3.5%	9.1%
CCN=C1SC(CC(N)=O)C(=O)N1CC (stereo unspecified)	-40.3%	-1.4%	-15.7%[20 µM]	x	3.9%	-0.1%	0.2%	2.8%	0.0%
CCS(=O)(=O)Nc1ccc(C2=NN(C(C)=O)C(c3cccs3)C2)cc1 (stereo unspecified)	-21.5%	0.6%	-2.4%	-5.0%	-16.5%	0.1%	x	9.7%	-8.1%
Cc1ccccc1CNC(=O)C1CCC(=O)N(C2CCCCCC2)C1 (stereo unspecified)	-8.2%	3.1%	-1.8%	2.0%	4.9%	-0.1%	-0.7%	-4.7%	-2.6%
CC(C)Cc1nnc(NC(=O)CS(=O)(=O)Cc2ccccc2)s1	-3.7%	0.5%	5.1%	-3.2%	0.2%	0.0%	-0.1%	-1.9%	-4.4%
C/C(=N\NC(=O)CSc1nc2ccccc2s1)c1ccco1	-1.1%	-2.1%	4.0%	-0.6%	-16.8%	0.5%	-0.4%	1.3%	-3.6%
COc1cc(C)c(C(C)C)cc1S(=O)(=O)N1CCOCC1	9.7%	-1.0%	28.8%	3.3%	-3.1%	-0.2%	-0.5%	-1.4%	-3.2%
Cc1cccc(-n2c(C)cc(/C=N/NC(N)=S)c2C)c1	-49.3%	-0.2%	20.6%	1.9%	-1.3%	-0.2%	-0.6%	7.2%	0.7%
CCN(CC)S(=O)(=O)c1ccc(F)cc1	71.7%*	2.6%	4.9%	-1.8%	9.0%	-0.3%	0.2%	2.4%	-6.2%
COc1cc(NC(=O)COc2ccc(F)cc2)nc(OC)n1	-4.7%	-1.4%	14.3%	9.4%	-3.3%	-0.1%	-0.8%	12.1%	-2.4%
COc1cc(-c2c(-c3cccc(C)c3)oc3ccccc23)cc(OC)c1OC	4.2%	0.4%	-78.2%[20 µM]	2.3%	9.4%	0.2%	3.0%	1.1%	4.0%

The final two records of the part before lead into the next:
SMILES	NOD1 inhibition	HIV peptide binding	KOR beta-arrestin-1	KOR beta-arrestin-2	GPR55 LPI antagonism	GPR55 beta-arrestin	West Nile virus CPE	GPR35 antagonists	Dengue-2 NS5 capping	others
COc1cc(NC(=O)COc2ccc(F)cc2)nc(OC)n1	-4.7%	-1.4%	14.3%	9.4%	-3.3%	-0.1%	-0.8%	12.1%	-2.4%
COc1cc(-c2c(-c3cccc(C)c3)oc3ccccc23)cc(OC)c1OC	4.2%	0.4%	-78.2%[20 µM]	2.3%	9.4%	0.2%	3.0%	1.1%	4.0%
Cc1ccc(S(=O)(=O)NNC(=O)CCC(=O)Nc2ccc(C)c(C)c2)cc1	-19.2%	-0.8%	-34.0%	2.6%	0.2%	0.0%	0.0%	1.5%	0.0%
CC(=O)C1=C(C)NC(=O)NC1c1cc(Br)ccc1OCC#N (stereo unspecified)	-3.3%	-3.7%	12.4%	-3.4%	2.5%	0.2%	-0.3%	9.6%	-0.7%
S=C1SCN(Cc2ccccc2)CN1Cc1ccccc1	-7.7%	-1.2%	0.1%	5.7%	-11.1%	0.6%	u	-1.0%	-5.9%
CCC(C)[C@H](NC(=O)N1CCn2c1nc1ccccc12)C(=O)NCC1CCCO1 (stereo partly specified)	-21.7%	0.1%	x	x	-4.2%	-0.1%	-0.1%	-10.9%	7.0%
Cc1ccn(CCC(=O)NC2CCCc3c2cnn3-c2cccc(C)c2C)n1 (stereo unspecified)	9.0%	-1.3%	-4.4%	-4.8%	5.3%	-0.2%	-0.6%	1.1%	-14.5%
Fc1ccc(NC(=S)N2CCc3[nH]c4ccccc4c3C2)cc1	4.0%	1.5%	-31.1%	4.1%	-4.6%	-0.2%	-0.4%	8.7%	-0.8%
COc1ccc2c(c1)c(=O)oc1c(C)c(OCc3cc(C(=O)O)oc3C)ccc12	-8.6%	57.6%	-11.3%	-1.8%	-10.7%	0.0%	-0.6%	-10.0%	3.6%
COc1ccc(C2c3ccc4ccccc4c3Oc3ncn(CCCN(C)C)c(=N)c32)cc1 (stereo unspecified)	-10.7%	-1.0%	6.2%	-5.2%	63.9%	0.0%	-2.1%	8.5%	-3.3%
O=[N+]([O-])c1ccc(N2CCNCC2)cc1Sc1nc2ccccc2[nH]1	-7.1%	-3.0%	-163.6%	-1.2%	3.5%	-0.1%	u	-4.9%	-4.4%
COc1ccc(CCCC(=O)Nc2cc(C)ccc2OC)cc1	-17.2%	-0.7%	-4.9%	-0.9%	-5.9%	-0.1%	-0.4%	20.0%	2.3%
CCOc1ccc(N2C(=O)CC(NC3CCN(C(=O)c4cccc(Cl)c4)CC3)C2=O)cc1 (stereo unspecified)	6.1%	-1.6%	-29.2%	-0.4%	5.8%	-0.2%	-0.1%	16.0%	0.0%
CCOC(=O)C1CCCN(C(=O)c2ccc(CS(=O)(=O)c3ccc(Br)cc3)o2)C1 (stereo unspecified)	-25.0%	1.8%	14.1%	-3.4%	8.0%	0.2%	-0.5%	11.7%	-3.7%
OC(COc1ccccc1CNCc1cccnc1)CN1CCc2ccccc2C1 (stereo unspecified)	31.7%	0.5%	-15.2%	8.2%	-2.4%	-0.2%	-0.6%	5.1%	4.1%
CCn1cc[n+](C)c1P(c1ccccc1)c1ccccc1	-3.0%	0.3%	-2.1%	1.5%	16.2%	-0.3%	-0.3%	-1.7%	-6.2%
Cc1ccc(S(=O)(=O)NCCC(=O)Nc2nccs2)cc1	-28.6%	-0.8%	-6.3%	-0.5%	2.4%	0.3%	-0.5%	14.6%	-0.8%
CN(Cc1nccs1)C(=O)C1CCC(=O)N(Cc2ccccc2F)C1 (stereo unspecified)	-28.0%	-1.0%	2.5%	0.9%	-0.2%	0.6%	-0.6%	5.8%	-2.6%
N#C/C(=N/O)c1nc(-c2ccc(F)cc2)cs1	-15.3%	7.5%	-5.3%	-1.8%	-14.1%	0.2%	0.0%	-9.0%	-1.6%
O=C(c1nc2ccc(Cl)cn2c1CN1CCCC(CO)C1)N1CCc2ccccc2C1 (stereo unspecified)	2.3%	-2.2%	-18.7%	0.4%	11.6%	-0.1%	-1.0%	-5.3%	-12.4%
O=C(NCCc1ccccc1)N1c2ccccc2Sc2ccccc21	x	-1.2%	-6.2%	-2.8%	-2.1%	-0.1%	-0.7%	1.8%	0.0%
CCOC(=O)c1ccccc1NC(=O)c1ccc2c(SCC(=O)O)c3c(nc2c1)CCCC3	-4.6%	55.7%	-23.7%	1.0%	-6.1%	-0.1%	u	-24.4%	17.5%
O=C(COCc1cc(-c2ccc3c(c2)OCO3)on1)Nc1cccnc1Cl	-4.3%	-1.0%	-10.4%	-1.6%	15.5%	0.2%	0.0%	-3.8%	-10.4%
CCCCCC(=O)NNC(=S)NC(C)=O	-35.8%	2.3%	-2.8%	-2.3%	14.9%	-0.1%	0.4%	1.4%	2.2%
Cc1c(C(=O)NCC(c2ccco2)N2CCCC2)oc2ccc(Cl)cc12 (stereo unspecified)	19.7%	-1.0%	-26.9%	3.6%	10.3%	27.5%	0.3%	2.6%	-0.8%
COc1ccc2[nH]c3c(c2c1)CCNC3C1CC=C(C)CC1 (stereo unspecified)	14.0%	0.0%	-177.0%[20 µM]	8.5%	-6.5%	0.3%	-1.7%	-2.0%	-12.4%

Not all compounds are listed. The share of hits here may be higher or lower than overall.
